MT1-MMP txn act: MT1-MMP promoter transcription activation; HT1080 MT1-MMP promoter luciferase reporter, luminescence, overnight; stronger effect = higher value; activation factor at 10 µM; 86,000 tested, 0.16% active; AID 750;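 active means activation factor of at least 2 for MT1-MMP transcription at 10 µM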
PLAP act: activators of human placental alkaline phosphatase; purified PLAP enzyme, luminescent substrate read-out; stronger effect = higher value; activation fold at 20 µM; 96,000 tested, 1.2% active; in the data active means activation fold above about 2
Target sequence (P05187 whole entry, looked up): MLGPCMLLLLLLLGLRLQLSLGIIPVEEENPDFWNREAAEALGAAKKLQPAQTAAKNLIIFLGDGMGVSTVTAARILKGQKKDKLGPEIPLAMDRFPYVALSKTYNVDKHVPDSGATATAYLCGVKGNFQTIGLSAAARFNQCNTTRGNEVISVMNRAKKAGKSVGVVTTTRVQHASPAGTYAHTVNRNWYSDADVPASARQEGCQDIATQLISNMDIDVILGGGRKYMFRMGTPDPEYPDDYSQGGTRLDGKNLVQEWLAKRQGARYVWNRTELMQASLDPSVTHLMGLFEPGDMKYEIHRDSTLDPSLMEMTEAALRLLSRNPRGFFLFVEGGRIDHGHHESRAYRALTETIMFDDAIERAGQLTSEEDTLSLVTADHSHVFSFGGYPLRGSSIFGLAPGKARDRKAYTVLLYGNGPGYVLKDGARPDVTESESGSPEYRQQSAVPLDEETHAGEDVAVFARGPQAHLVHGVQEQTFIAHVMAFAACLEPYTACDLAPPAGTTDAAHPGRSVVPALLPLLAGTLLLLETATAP
* marks the source's active call; other numbers are inactive results.

SMILES	MT1-MMP txn act	PLAP act
O=c1c2ccccc2c2ccccc2c(=O)n1Cc1ccco1	1	1.1
CCOc1ccc(OCC)c(NC(=O)C2C3C=CC(O3)C2C(=O)NCc2ccco2)c1 (configuration not stated)	1.3	1.3
N#Cc1c(N2CCCC2)nc(N)c2c(N)nc(N3CCCC3)cc12	1.2	1.1
COc1ccc(C(=O)N2CCN(C(=O)c3cc(OC)c(OC)c(OC)c3)CC2)cc1	1.1	1.2
Cc1cc2nc(SCCN3CCCC3)[nH]c2cc1C	1.4	1.2
c1ccc(-c2nc(-n3ccnc3)nc(-n3ccnc3)n2)cc1	1.1	1.5
COc1ccc(OC)c(S(=O)(=O)N2CCCCCC2)c1	1	1
Cc1ccc2c(c1)nnn2C1CCN(C(=O)C2CCCCC2)CC1	1	1.4
CN(C)CCCNc1c2c(c(C#N)c3nc4ccccc4n13)CCC2	1.1	1.5
CCn1c(SCC(=O)Nc2ccc(OC)c(OC)c2)nnc1-c1cccs1	1	0.8
COCC(C)N=Cc1c(O)[nH]c2ccccc12 (configuration not stated)	1.1	1
O=C(O)CC1(c2ccccc2)C(=O)c2ccccc2C1=O	1	1.1
c1coc(-c2nnc3sc(C4CCCCC4)nn23)c1	1	0.9
CCCC(c1nnnn1Cc1cccs1)N1CCN(C2CCCC2)CC1 (configuration not stated)	1	1.5
COC(=O)c1nc2n(n1)C(c1ccccc1OC)C1=C(CCCC1=O)N2 (configuration not stated)	1.2	1.1
Cn1c(C(=O)N2CCN(c3cccc(C(F)(F)F)c3)CC2)cc2sccc21	1.1	1.1
Nc1nc(Cn2nnc(-c3ccccc3F)n2)nc(N2CCOCC2)n1	1	1
Cc1ccnc(SCCn2c(N3CCN(C)CC3)nc3c2c(=O)[nH]c(=O)n3C)n1	1.1	1.3
CCCNc1nc2c(c(=O)[nH]c(=O)n2C)n1Cc1cccc(Br)c1	1.2	0.8
O=C(OCCCCN1C(=O)c2ccccc2C1=O)c1ccc(S(=O)(=O)N2CCCC2)cc1	1	1
Cc1nc(N2CCOCC2)c2cc(-c3ccccc3)sc2n1	1.3	1.4
CCOc1cc2[nH]c(=S)n(Cc3ccc(C)o3)c(=O)c2cc1OCC	0.9	1
CCCN1c2cccc3cccc(c23)S1(=O)=O	1.1	0.9
COC(=O)CSc1ncc(C#N)c(N)n1	1.2	1.1
CCOC(=O)C1(Cc2ccc(O)cc2)NC(c2ccco2)C2C(=O)N(c3ccccc3F)C(=O)C21 (configuration not stated)	1	1.1
O=C(COc1ccc(-n2cnnn2)cc1)NC1CCCCC1	1.1	1
O=C(NCc1ccccc1)c1ccc2c(c1)OCCO2	1.3	1
Cc1ccc(N2C(=O)[C@@H]3[C@H](C2=O)C2CCCN2[C@@H]3C(=O)c2ccccc2)cc1 (some centres not stated)	1.1	1.7
Cc1cc(C)c(S(=O)(=O)Nc2cccnc2)c(C)c1	1.1	0.9
CCOc1cc(CN2CCN(C(=O)c3ccco3)CC2)ccc1OC	1.2	1.6
CCOC(=O)C1=C(C)NC(=O)NC1c1ccco1 (configuration not stated)	1.3	1.1
CCOC(=O)c1ccc(NC(=O)CSc2nc3c(c(=O)n2CC)SC(C)C3)cc1 (configuration not stated)	1	1.5
COc1cc(C(=O)NC2=NCCS2)ccc1OCc1c(C)noc1C	1.2	1.6
CC(=O)c1ccc(NC(=O)CSc2nnc(NC(=O)CN3CCOCC3)s2)cc1	1.3	1.2
COc1ccc(-c2nc(C#N)c(N3CCOCC3)o2)cc1OC	0.9	1
CC(C)C(c1nnnn1Cc1ccccc1)N1CCc2ccccc2C1 (configuration not stated)	1	1.2
CC(C)C1CC(O)(C2(O)CCCCC2)ON1 (configuration not stated)	1.1	1
O=C(Nn1c(C2CC2)nc2ccccc2c1=O)c1ccco1	1	0.9
CN1CCN(Cc2nc3c(c(=O)[nH]c(=O)n3C)n2Cc2c(F)cccc2Cl)CC1	1.2	1.2
CCCN1C(=O)CC(c2ccco2)Sc2ccccc21 (configuration not stated)	1.2	1.1
CCCCc1nc2ccccc2c(=O)n1NC(=O)c1c(O)c2cccc3c2n(c1=O)CCC3	1.1	1.6
CCOC(=O)c1c(NC(=O)CN2CCOCC2)sc2c1CCCC2	1.1	1.5
Cc1ccc(-c2nnc(CSc3nc(C)nc4sc(C)c(C)c34)o2)cc1	1	1
Cc1cc(C(=O)Oc2ccccc2C(=O)O)c(C)o1	1	1
Cn1c(=O)n(C)c2cc(CN3C(=O)OC(C)(C)C3(C)O)ccc21 (configuration not stated)	1.1	1.1
Cc1ccccc1-c1ccc(=O)n(CC(=O)Nc2ccc(N3CCOCC3)cc2)n1	1.1	1.5
CCOC(=O)c1cnn(-c2nc(C)nc3sc4c(c23)CCC4)c1N	1.2	1.2
Cc1onc(-c2ccccc2Cl)c1C(=O)Nc1nnc(C(C)C)s1	1.3	1.1
CCCSCCCNC(=O)Cn1cc2c(n1)CCCCC2	1.1	1
CCCCn1ccnc1C(=O)c1cccc(S(=O)(=O)N2c3ccccc3CC2C)c1 (configuration not stated)	1.2	1.1
Cc1cc(Nc2ccc(F)cc2C)n2ncnc2n1	1.1	1.3
O=S(=O)(c1ccc(Cl)c(C(F)(F)F)c1)N1CCN(CC(O)COCC2CCCO2)CC1 (configuration not stated)	1.2	1.4
O=C(CSc1nnc(CCCO)n1-c1ccccc1)Nc1nccs1	1.1	1
Cc1noc(C)c1CSc1nc2ccccc2n1C	1.3	1
CC1(C)Cc2c(C#N)c(N)n(-c3ccccc3)c(=O)c2CO1	1	1.1
Cc1c(C(=O)N2CCOCC2)oc2ccc(S(=O)(=O)N3CCCCCC3)cc12	1.2	1.5
CC(C)c1nc2oc3c(N4CCN(C)CC4)ncnc3c2c2c1CCC2	1.2	1.7
COc1ccccc1N1C(=O)C2C3C=CC(C3)C2(C)C1=O (configuration not stated)	1	0.8
COc1cccc(C2=CC(c3cc(OC)ccc3OC)n3nnnc3N2)c1 (configuration not stated)	1.1	0.9
CCCC(c1nnnn1CCOC)N1CCN(c2cccc(OC)c2)CC1 (configuration not stated)	1	1
New compounds follow
SMILES	MT1-MMP txn act	PLAP act
CC(C)C(=O)N(Cc1cc(=O)[nH]c2ccccc12)c1ccccc1	1.1	0.9
COc1ccc(CCNC(=O)C2CCCN(C(=O)N(C)C)C2)c(OC)c1 (configuration not stated)	1.1	0.8
COc1ccc(C2CC(c3cccc(Cl)c3)n3nc(N)nc3N2)cc1 (configuration not stated)	1	1
Fc1cccc(C2CC(c3cccc(Br)c3)Nc3nnnn32)c1 (configuration not stated)	0.9	0.9
O=c1c2cc(N3CCOCC3)ccc2[nH]c(=S)n1CCCN1CCN(c2ccccc2F)CC1	1.1	1.3
CCOc1ccc(C2C(C#N)=C(N)N3C(=C2C#N)Sc2ccccc23)cc1 (configuration not stated)	1.2	1.1
COc1ccc2nc(NS(=O)(=O)c3ccc(NC(C)=O)cc3)sc2c1	1.1	0.9
CC(C)(C)C1CCc2onc(C(=O)N3CCOCC3)c2C1 (configuration not stated)	1.2	1
COc1cc(OC)cc(-n2nc(C(=O)NCCCN3CCOCC3)c3ccccc3c2=O)c1	1.2	1.6
O=C(C1CCC1)N1CCc2cc(S(=O)(=O)N3CCN(c4ccccn4)CC3)ccc21	1.2	1.3
COCC(=O)NCCc1nc2ccccc2[nH]1	1	1.1
CCCCN1CCc2c([nH]c3ccc(C)cc23)C1=O	0.9	0.9
Cc1ccc(S(=O)(=O)N2CCC(C(=O)N[C@@H](C)C(=O)NCc3ccccc3)CC2)cc1	1	1.2
COc1ccc(OC)c(C2C(C(C)=O)=C(O)C(=O)N2c2ccc(F)cc2)c1 (configuration not stated)	1	1.1
O=C(CCNS(=O)(=O)c1cccc2nonc12)NCCc1ccc(Cl)cc1	1.1	1
CCOC(=O)C1CCN(C(=O)CN(c2cc(OC)ccc2OC)S(=O)(=O)c2ccccc2)CC1	1.4	1.6
O=C(COc1ccccc1)Nc1cccc2nsnc12	1.3	0.9
CCOC(=O)CSc1nc2ccc(N3CCOCC3)cc2c(=O)n1Cc1ccc2c(c1)OCO2	1.2	1.7
COc1ccc(S(=O)(=O)N(CCc2ccccc2)CC(=O)NCCCO)cc1	1.2	1.3
O=c1c2ccccc2[nH]c(=S)n1Cc1cccnc1	1.1	0.9
COc1ccc2c(c1OC)C(=O)N1c3ccccc3C(=O)N(c3ccccc3F)C21 (configuration not stated)	0.9	0.9
Cc1ccc(CN2CCC(C(=O)NCCC(C)C)CC2)o1	1.2	1.1
COc1ccccc1N1CCN(c2ccc(-c3ccccc3)nn2)CC1	1	0.8
Cc1nc(NC2=NCN(Cc3cccnc3)CN2)nc2c(C)cccc12	1.3	1.3
CC(=O)C(Sc1nc(NC(C)(C)C)nc(N(C)C)n1)C(C)=O	1.1	1
CCOC(=O)c1ccc(NC(=O)CCc2nc(-c3ccccc3Cl)no2)cc1	1	1.4
COc1ccccc1N1CCN(C(=O)c2ccc(CS(=O)(=O)c3ccccc3OC)o2)CC1	1.2	1.7
CCOC(=O)c1c(C)c(C(=O)N2CCCCCC2)c(C)n1CC	1	1.3
CCOC(=O)c1c(-c2ccc(C)cc2C)csc1NC(=O)CSc1nnnn1C	1	1.6
CCN(CCCNC(=O)CC1Oc2ccc(C)cc2NC1=O)Cc1ccccc1 (configuration not stated)	1.1	1.5
CC1CCCCC1NC(=O)C1Cc2ccccc2CN1S(C)(=O)=O (configuration not stated)	1.3	0.9
CCC(OC(=O)c1ccco1)C(=O)NCc1ccc(C)cc1 (configuration not stated)	1.1	0.9
Cc1ccc(S(=O)(=O)C(C#N)c2nc3ccccc3nc2N2CCC(C)CC2)cc1 (configuration not stated)	1	1.2
COc1ccc(C2CC(c3cc(Br)ccc3F)n3nnnc3N2)cc1 (configuration not stated)	1.1	0.8
O=C(O)c1cc(-c2cccs2)nc2cc3c(cc12)OCCO3	1.1	1
CCN(CC)c1nc(C#N)nc(N(CC)CC)n1	1	1
Cc1ccc2c(c1)c1c3n2CCN(C(=O)CN2CCN(C)CC2)C3CCC1 (configuration not stated)	1	1.7
Cn1cnnc1SCC(=O)N(Cc1ccc2c(c1)OCO2)C1(C(=O)NC2CCCCC2)CCCC1	1	1.6
O=C(CSc1ncccn1)Nc1ccccc1	1.3	0.9
Cc1cccc2cc(CN(CCN3CCCC3)C(=O)NC3CCCCC3)c(=O)[nH]c12	1.3	1.7
COc1ccc(-n2nc(C(=O)N3CCN(Cc4ccc5c(c4)OCO5)CC3)c3ccccc3c2=O)cc1	1	1.1
C(=N\n1cnnc1)/c1ccc(N2CCOCC2)s1	1.1	0.9
O=C(O)CCCNS(=O)(=O)c1ccc2ccccc2c1	1.2	1
CSCCC(Nc1nc2ccccc2s1)C(=O)O (configuration not stated)	1.2	1.4
CCOC(=O)c1c(CN2CCCCC2)n(C)c2ccc(OC)c(S(=O)(=O)c3ccccc3)c12	1	1.4

5 records picked at random from the list so far:
SMILES	MT1-MMP txn act	PLAP act
CCOC(=O)c1c(CN2CCCCC2)n(C)c2ccc(OC)c(S(=O)(=O)c3ccccc3)c12	1	1.4
Cc1noc(C)c1CSc1nc2ccccc2n1C	1.3	1
COc1ccc(OC)c(C2C(C(C)=O)=C(O)C(=O)N2c2ccc(F)cc2)c1 (configuration not stated)	1	1.1
CCCC(c1nnnn1CCOC)N1CCN(c2cccc(OC)c2)CC1 (configuration not stated)	1	1
CCOc1cc2[nH]c(=S)n(Cc3ccc(C)o3)c(=O)c2cc1OCC	0.9	1

More structures follow:
SMILES	MT1-MMP txn act	PLAP act
O=c1oc2ccccc2c(O)c1/C=N/c1ccccn1	1.1	0.9
CCCn1c2c(c(O)c(C(=O)Nc3ccccn3)c1=O)CCCC2	1.3	1.2
COC(=O)c1ccc(-c2ccc(C(=O)N3CCCN(C)CC3)cc2)cc1	1.1	1.1
CCOC(=O)c1ccc(NS(=O)(=O)c2cnc[nH]2)cc1	1.2	1
C(=NCCCN1CCOCC1)c1ccc2c(c1)OCO2	1.1	1
CSc1ccccc1NC(=O)c1cnc2scc(C)n2c1=O	1.3	1.2
CCn1c(SCC(=O)N2c3ccccc3Sc3ccccc32)nc2c1c(=O)n(C)c(=O)n2C	1	1.3
COc1cc2cc(CN(CCO)S(=O)(=O)c3ccccc3Cl)c(=O)[nH]c2cc1OC	1.1	1.3
COc1ccc(S(=O)(=O)N(C)CC(=O)N2CCC(C(N)=O)CC2)cc1Cl	1.1	1.2
COc1ccc(CNC(=O)CSc2nnnn2-c2ccccc2)cc1	1.1	0.7
Cc1onc(-c2c(F)cccc2Cl)c1C(=O)NC1=NCCS1	1	1
COc1ccc(O)c(/C=c2/sc3nc4cc(C)c(C)cc4n3c2=O)c1	1.1	1.3
CC1CCCN(c2oc(-c3cccc4ccccc34)nc2C#N)C1 (configuration not stated)	1.6	1.1
CCCCC(=O)C1CCN(Cc2ccccc2)CC1	1.1	1
Cc1cc(NC(=O)CN2C(=O)C3CC=CCC3C2=O)no1 (configuration not stated)	1.2	0.9

Compounds from the list above with two or more sulfur atoms, in the order listed:
SMILES	MT1-MMP txn act	PLAP act
CCn1c(SCC(=O)Nc2ccc(OC)c(OC)c2)nnc1-c1cccs1	1	0.8
CCOC(=O)c1ccc(NC(=O)CSc2nc3c(c(=O)n2CC)SC(C)C3)cc1 (configuration not stated)	1	1.5
CC(=O)c1ccc(NC(=O)CSc2nnc(NC(=O)CN3CCOCC3)s2)cc1	1.3	1.2
Cc1ccc(-c2nnc(CSc3nc(C)nc4sc(C)c(C)c34)o2)cc1	1	1
O=C(CSc1nnc(CCCO)n1-c1ccccc1)Nc1nccs1	1.1	1
COc1ccc2nc(NS(=O)(=O)c3ccc(NC(C)=O)cc3)sc2c1	1.1	0.9
CCOC(=O)c1c(-c2ccc(C)cc2C)csc1NC(=O)CSc1nnnn1C	1	1.6
CSCCC(Nc1nc2ccccc2s1)C(=O)O (configuration not stated)	1.2	1.4
CSc1ccccc1NC(=O)c1cnc2scc(C)n2c1=O	1.3	1.2
CCn1c(SCC(=O)N2c3ccccc3Sc3ccccc32)nc2c1c(=O)n(C)c(=O)n2C	1	1.3

A portion of the library; count on the stated rates, not on these rows.
